Pf apPOL block = Pf-apPOL inhibitors, biochemical, fluorescence; Plasmodium falciparum apicoplast DNA polymerase (apPOL); Recombinant Pf-apPOL, molecular beacon fluorescence, 1.5 h; inhibition, % at 10 µM; 210,000 tested, 0.25% active; AID 1794808, 2022
mHTT-CaM PPI inh = mutant huntingtin-calmodulin interaction inhibitors – biochemical, AlphaScreen, primary screen. P42858. AlphaScreen His-mHTT/GST-CaM binding, luminescence. inhibition, % at 15 µM. 190,000 tested, 3.6% active. AID 1671202, 2021;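 further: 0% = both proteins with DMSO and 100% = one protein alone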
Numbers without * were called inactive; i = inactive; . = not tested or not shown; & = joins results of further samples. No stated cut-off is given here; in the data, active means inhibition above about 50%; inactive means the rest.

Preview (two entries):
| SMILES | Pf apPOL block | mHTT-CaM PPI inh |
| --- | --- | --- |
| O=S(=O)(c1ccccc1)n1ccc(-c2ccc3c(c2)CCO3)n1 | -2.9 | . |
| CC12COC3(C(=O)Nc4ccccc4)CC1CCC32C (centres undefined) | -4.4 | -5.0 |

The listing, from the first entry:
| SMILES | Pf apPOL block | mHTT-CaM PPI inh |
| --- | --- | --- |
| O=S(=O)(c1ccccc1)n1ccc(-c2ccc3c(c2)CCO3)n1 | -2.9 | . |
| CC12COC3(C(=O)Nc4ccccc4)CC1CCC32C (centres undefined) | -4.4 | -5.0 |
| COc1ccccc1C(=O)Nc1c2c(nn1-c1ccc([N+](=O)[O-])cc1)CS(=O)(=O)C2 | 0.9 | 2.0 |
| O=c1[nH]c(=O)n(CC(O)CO)cc1Cl (centres undefined) | . | -4.0 |
| O=C(Nc1ccccc1)Nc1nnc(-c2ccccc2)s1 | -1.6 | 5.2 |
| O=C(CN1CCN(C(=O)Nc2ccc(F)cc2)CC1=O)NCc1ccco1 | -3.7 | -7.0 |
| O=C(c1cc(Sc2ccc(F)cc2F)nc2ccccc12)N1CCOCC1 | -14.3 | -1.0 |
| O=C(NCCc1ccco1)C1CCCN(c2nn3c(=O)c4c(nc3s2)CCCC4)C1 (centres undefined) | 1.8 | -0.9 |
| CCN(CC)C(=O)C12CCC(C)(C(=O)C1)C2(C)C (centres undefined) | -14.2 | 0.0 |
| CCOc1cc2oc(C)c(Oc3ccccc3)c(=O)c2cc1CC | -3.6 | -5.4 |
| O=C(O)CCCNC(=O)c1ccccn1 | 3.0 | -4.2 |
| O=C(Cc1cn2cc(F)ccc2n1)Nc1ccc(F)cc1 | -4.5 | -2.1 |
| COc1ccc(C(=O)N2CCc3ccccc32)cc1I | -4.6 | -2.5 |
| Cc1ccc(C)c(S(=O)(=O)N(CC(=O)O)Cc2c(Cl)cccc2Cl)c1 | 29.3 | 6.0 |
| Cc1ccc(-n2nc3c(c2NC(=O)c2ccc(C)c([N+](=O)[O-])c2)CS(=O)(=O)C3)cc1 | -3.4 | 29.0 |
| Cc1ccc(C(O)=Cc2nc3cc(Cl)ccc3oc2=O)cc1 | -1.6 | 4.0 |
| CCCCN1C[C@H](CSC)[C@@H](CC(=O)Nc2ccc(Br)cc2)C1=O | -5.8 | 0.3 |
| O=C(c1ccsc1)N1CCCCC1c1nncn1Cc1ccccc1 (centres undefined) | 1.7 | -5.6 |
| CCC(C)NC(=O)C1CCN(c2c(C)cccc2C)C1=O (centres undefined) | 2.8 | 0.3 |
| COc1cccc(C2C(C(=O)Nc3cccc(C(F)(F)F)c3)=C(C)NC3=C2C(=O)CCC3)c1 (centres undefined) | -3.2 | 2.0 |
| COCCn1cc(C(=O)Nc2ccccn2)c2c3ccccc3n(C)c2c1=O | -1.9 | -6.0 |
| O=C(C(Cc1ccccc1)N1C(=O)C2C3C=CC(C3)C2C1=O)N1CCOCC1 (centres undefined) | -5.2 | 4.1 |
| CCOc1ccc(NC(=O)c2cccc(OC(C)C)c2)cc1 | -15.6 | -7.6 |
| CC(=O)ON(CC(=O)Nc1ccccc1C(=O)c1ccccc1)C(C)=O | -27.6 | . |
| C=C(C)COc1ccc2c(=O)c(Oc3cccc(OC)c3)coc2c1 | 2.4 | -4.6 |
| Fc1ccc(-c2nc(-c3cccnc3)no2)cc1 | -6.0 | -17.6 |
| Cc1ccc(N2C(=O)Cn3c2nc2c3c(=O)n(C)c(=O)n2C)cc1C | -8.0 | 0.0 |
| c1ccc(CN2CCN(Cn3nnc4ccccc43)CC2)cc1 | -8.5&1.6 | . |
| COc1ccccc1CNC(=O)C1CCN(c2nccn3nc(-c4ccccc4)cc23)CC1 | 2.9 | 17.9 |
| CN1C(=O)CCc2cc(NS(=O)(=O)c3cccc(Cl)c3)ccc21 | -0.9 | 0.4 |
| COc1ccccc1/C=C/C1=NC(=C/c2ccc(SC)cc2)/C(=O)O1 | 3.5 | 1.0 |
| COc1ccc(CC(=O)N2CC3CC2CC3NS(=O)(=O)c2ccccc2)cc1 (centres undefined) | 0.1 | 7.5 |
| Cc1oc(C2CCN(C(=O)Nc3ccc(Br)cc3)CC2)nc1C(=O)N(C)C | -2.0 | -0.7 |
| COc1ccc(C2CC(c3ccc(Cl)cc3Cl)n3nnnc3N2)cc1 (centres undefined) | -6.2 | 37.0 |
| COCC(=O)N1CCN(c2ccccc2OC)C(=O)C1C (centres undefined) | 0.4 | -8.9 |
| O=CN1CCN(C(=O)COc2ccc(Br)cc2Cl)CC1 | -6.2 | -2.7 |
| O=C(O)C1CC(=O)N(c2ccc(Oc3ccccc3)cc2)C1 (centres undefined) | -2.4 | 2.7 |
| COc1ccc(S(=O)(=O)N2CC3CN(C(=O)CC(C)C)CC(C2)O3)cc1 | -0.3 | 4.5 |
| CC(C)C(=O)Nc1ccc2oc(-c3ccncc3)nc2c1 | 5.3 | 3.0 |
| O=C(c1cccnc1N1CCNC(c2ccccc2)C1)N1CCN(c2ncccn2)CC1 (centres undefined) | -1.2 | -1.4 |
| O=C(Nc1ccc(F)cc1F)c1ccc(Cl)cc1Cl | -4.2 | -10.7 |
| COc1ccc(NC(=O)c2cccc(Cl)c2Cl)cc1Cl | 5.2 | -12.1 |
| CC(C)c1cc(SCC(=O)Nc2nc3ccccc3s2)ncn1 | -8.5 | -18.2 |
| CCNc1cc(N2CCCC(CCC(=O)N3CCN(C)CC3)C2)ncn1 (centres undefined) | -1.4 | 3.4 |
| Cc1cc(NC(=O)CSc2nnc(Cn3c(=O)sc4ccccc43)n2C)no1 | -5.0 | -17.9 |
| COCCn1c(C(C)(C)O)nc2ccccc21 | -15.0 | -4.2 |
| CCN(CC)c1ccc(C(=O)N2CCc3nc[nH]c3C2)cc1 | 0.2 | -1.4 |
| CC1=NN(c2nc(-c3ccc(C)cc3)cs2)C(=O)/C1=C/c1ccc(N(C)C)cc1 | -9.0 | 56.0* |
| CN1C(=O)C(CC(=O)N2CCOCC2)Sc2ncccc21 (centres undefined) | -0.8 | -5.3 |
| O=C(Nc1ccc2oc(-c3ccccc3F)nc2c1)c1ccc([N+](=O)[O-])o1 | 6.1 | 4.0 |

Additional compounds follow:
| SMILES | Pf apPOL block | mHTT-CaM PPI inh |
| --- | --- | --- |
| O=C(NCC12C=CC(O1)C1C(=O)N(Cc3ccccc3)C(=O)C12)c1cccs1 (centres undefined) | -4.3 | -3.0 |
| COc1cc(C2Nc3ccccc3C(=O)N2c2ccc(F)cc2)cc(OC)c1OC (centres undefined) | -1.9 | 0.0 |
| CC(=O)Nc1ccc(S(=O)(=O)N2c3ccc(F)cc3CCC2C)cc1 (centres undefined) | 1.3 | -2.1 |
| Cc1nc(-c2ccccn2)n2nnnc2c1Cl | -3.5 | . |
| Cc1cccc(-c2nc(C3CCN(C(=O)c4ccccc4C(F)(F)F)CC3)no2)c1 | -1.8 | -2.1 |
| C=CCn1c(=N)c(C#N)cc2c(=O)n3cccc(C)c3nc21 | -6.5 | -7.0 |
| Cc1ccc(-c2nc(C)c(C(=O)N3CCC(CC(=O)NCC4CCCO4)CC3)s2)cc1 (centres undefined) | 4.4 | 1.1 |
| O=C1c2sc3nncc(=O)n3c2C(=O)N1c1ccccc1 | . | 2.3 |
| CCn1nc(C)c(CCNC(=O)c2ccc3c(c2)NC(=O)C2CCCCN32)c1C (centres undefined) | -2.4 | 2.8 |
| CCCCOc1ccc(/C=c2\sc3nc(-c4ccncc4)nn3c2=O)cc1 | 0.2 | 11.0 |
| Cc1ccc(CNC(=O)c2cc3c(s2)N(C)CCC3)cc1 | -7.2 | 23.4 |
| CC1(C)C2CCC1(CS(=O)(=O)n1cnc3ccccc31)C(=O)C2 (centres undefined) | -6.6 | -6.1 |
| CCCOc1ccc(N2C(=O)CC(N3CCN(C/C=C/c4ccccc4)CC3)C2=O)cc1 (centres undefined) | -1.6 | 6.0 |
| CCOc1ccc(S(=O)(=O)N(C(C)=O)c2ccc3oc(C)c(C(C)=O)c3c2)cc1 | -3.2 | -1.8 |
| CCc1ccccc1NC(=O)CCSc1ncc(C#N)c(N)n1 | -1.2 | 4.0 |
| N#C/C(=C\c1ccc(-c2cccc(C(F)(F)F)c2)o1)c1nn(CCO)c(N)c1C#N | 0.7 | 2.0 |
| O=C(NCc1ccc(N2CCCCCC2)nc1)c1ccc(F)c(F)c1 | -2.2 | 10.2 |
| Cc1ccc2c(c1)sc(=NC(=O)c1ccc(S(=O)(=O)N3CCCCC3)cc1)n2C | -188.7 | -1.0 |
| O=C(CN(C1CCCCC1)S(=O)(=O)c1ccc(Br)cc1)NCc1ccco1 | -9.3 | 3.5 |
| N#C/C(=C\Nc1ccccc1)c1nc(-c2cccc([N+](=O)[O-])c2)cs1 | -2.7 | 3.4 |
| O=C(CC[n+]1ccc(/C=N/O)cc1)NCc1ccccc1 | 13.4 | i |
| CC(C)NC(=O)NC1(C(F)(F)F)Oc2ccc(Cl)cc2O1 (centres undefined) | -1.2 | 0.0 |
| Cc1nc(Cc2ccc(OC(C)C)cc2)[nH]c(=O)c1CC(=O)O | -6.4 | 4.0 |
| Cc1cc(C)c(S(=O)(=O)N2CCN(c3ccccc3)CC2)cc1Br | -7.9 | -4.0 |
| Cc1cc(/C=C2\SC(=O)N(C(C)C)C2=O)c(C)n1-c1ccncc1 | -4.5 | 37.0 |

Some values from the entries so far.
For Pf apPOL block, Cc1cc(/C=C2\SC(=O)N(C(C)C)C2=O)c(C)n1-c1ccncc1 reads -4.5
For mHTT-CaM PPI inh, C=CCn1c(=N)c(C#N)cc2c(=O)n3cccc(C)c3nc21 reads -7.0

Continuation.
| SMILES | Pf apPOL block | mHTT-CaM PPI inh |
| --- | --- | --- |
| Cc1ccc(OCCN2CCCC2)c([N+](=O)[O-])c1 | -1.0 | 1.0 |
| COc1ccc(CNC(=O)c2ccc(-n3nc(C)c4c3CC(C)(C)CC4=O)cc2)cc1 | -0.3 | 5.7 |
| O=[N+]([O-])c1ccc(-c2noc(COc3ccccc3Cl)n2)cc1 | -5.2 | 0.2 |
| Cc1nnc(Sc2cc(C(=O)NCCN(C)Cc3ccccc3)c3ccccc3n2)s1 | -15.1 | 33.0 |
| O=C(C1CCN(Cc2ccc(Cl)cc2)CC1)N(CCO)Cc1ccccc1 | -2.1 | -2.6 |
| O=C(Nc1ccc2c(c1)OCO2)C1CCCN(c2ccc(-c3ccc(F)cc3)nn2)C1 (centres undefined) | -1.8 | 4.0 |
| CCOc1ccc(CCNC(=O)c2ccc3c(c2)ncn3C2CCCC2)cc1OCC | -7.4 | 19.0 |
| O=C(NNS(=O)(=O)c1cccc(Cl)c1Cl)C1OC2OC3(CCCCC3)OC2C2OC3(CCCCC3)OC12 (centres undefined) | -3.0 | 11.0 |
| OC(CSc1nc(-c2ccccc2)n(-c2ccccc2)n1)C(F)(F)F (centres undefined) | -8.0 | . |
| OC(CNCc1ccccc1)Cn1c2ccccc2c2ccccc21 (centres undefined) | -5.0 | 49.0 |
| Cc1cc(Nc2ccc(OCc3ccccc3Cl)cc2)c2cc(Cl)ccc2n1 | -11.3 | -4.3 |
| Cc1cc(C(=O)N2CCCCCC2)nc2cc(-c3cccs3)nn12 | -10.3 | 2.3 |
| Cc1nc(OCC(=O)Nc2cc(Cl)ccc2C)c2ccccc2n1 | -2.5 | -0.3 |
| CCCCOc1ccc(N2C(=O)CC(NCCc3ccc(S(N)(=O)=O)cc3)C2=O)cc1 (centres undefined) | -0.3 | 5.1 |
| Cc1c(-c2ccnn2C(=O)c2ccco2)cnn1-c1ccccc1 | -6.4 | . |
| O=C(NCCc1cccs1)C1Cc2ccccc2N2CCN(c3ccccc3)CC12 (centres undefined) | -3.5 | 94.7* |
| Cn1nccc1C(=O)N1CCCC1c1ccc(Cl)cc1 (centres undefined) | -2.7 | 5.0 |
| Cc1ccccc1CNC(=O)c1ccc(-c2ccc(F)cc2)nc1 | 0.8 | -4.0 |
| Nc1nc(-c2ccc(-c3ccccc3)cc2)cs1 | -0.3 | 44.9 |
| Cc1cc(F)ccc1CNC(=O)CCC(=O)Nc1ccc2nc(N3CCCCC3)cc(C)c2c1 | -3.6 | 6.0 |
| COc1ccc(C(=O)N2CCc3cc(S(=O)(=O)NC4CCCC4)ccc32)c(OC)c1 | -27.9 | 0.3 |
| O=C(C1CC1)N1CCC2(CC1)NCC(=O)N2Cc1cccc(C(F)(F)F)c1 | 0.5 | 19.1 |
| CSc1ccc(C(=O)NC(=O)Nc2cccc(C(F)(F)F)c2)s1 | -22.1 | . |
| CCOc1ccc(N(CC)C(=O)Cc2cn(C)c3ccccc23)cc1 | -10.1 | 36.0 |
| Cc1ccccc1C(=O)N1CCCC1c1c(C)noc1C (centres undefined) | -2.3 | 1.0 |

Single records (already shown). Order of values: Pf apPOL block	mHTT-CaM PPI inh
COc1ccccc1CNC(=O)C1CCN(c2nccn3nc(-c4ccccc4)cc23)CC1 in the list: 2.9	17.9
O=CN1CCN(C(=O)COc2ccc(Br)cc2Cl)CC1 in the list: -6.2	-2.7
CCC(C)NC(=O)C1CCN(c2c(C)cccc2C)C1=O (centres undefined) in the list: 2.8	0.3
O=C(C1CCN(Cc2ccc(Cl)cc2)CC1)N(CCO)Cc1ccccc1 in the list: -2.1	-2.6
CC12COC3(C(=O)Nc4ccccc4)CC1CCC32C (centres undefined) in the list: -4.4	-5.0

(list continues)
| SMILES | Pf apPOL block | mHTT-CaM PPI inh |
| --- | --- | --- |
| Cn1nccc1C(=O)Nc1nc2ccccc2s1 | -1.4 | 0.2 |
| CCCN(CCC)CCNC(=O)c1c(C)cc(=O)oc1C | -11.8 | 25.0 |
| O=C(CSc1ccc(F)cc1Cl)C12CC3CC(CC(C3)C1)C2 | 4.7 | . |
| NS(=O)(=O)c1ccc(-n2cccc2/C=C2\C(=O)NN(c3cc(Cl)cc(Cl)c3)C2=O)cc1 | -18.1 | 26.0 |
| COc1ccc(C(=O)Nc2nc3ccc(C)cc3s2)cc1[N+](=O)[O-] | -23.1 | 1.9 |
| CS(=O)(=O)N(CC(=O)Nc1ccc(F)cc1)c1ccc(F)cc1 | 0.0 | -7.1 |

The list is partial. The share of hits here may be higher or lower than overall.
